# Screening results (PubChem)
# aGal spleen mod: inhibits or activates alpha-galactosidase in human spleen homogenate. human spleen homogenate, 4MU-alpha-Gal fluorescence, 40 min. hit rate 0.008% among 240,000. Potency, µM (top dose mostly 80 µM), for the others: top-dose activity change, negative = inhibition, most hits filed as inhibitors. P06280;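 note: potency is the fitted concentration of half-maximal effect; 0% = enzyme with vehicle and -100% = no enzyme basal signal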
# Target sequence (P06280 32-429 limits assumed): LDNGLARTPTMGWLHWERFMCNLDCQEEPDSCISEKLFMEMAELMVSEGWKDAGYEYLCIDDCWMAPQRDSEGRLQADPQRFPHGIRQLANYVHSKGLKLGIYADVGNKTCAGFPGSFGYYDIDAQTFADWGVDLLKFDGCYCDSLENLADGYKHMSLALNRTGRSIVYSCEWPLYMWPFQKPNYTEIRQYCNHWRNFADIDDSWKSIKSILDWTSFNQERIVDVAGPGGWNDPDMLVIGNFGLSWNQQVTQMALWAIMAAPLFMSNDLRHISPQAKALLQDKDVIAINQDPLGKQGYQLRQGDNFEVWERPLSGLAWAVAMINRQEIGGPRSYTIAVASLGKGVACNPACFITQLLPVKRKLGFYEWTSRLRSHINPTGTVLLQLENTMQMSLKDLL
#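 qHTS titration in buffer at pH 5.0. Alpha-galactosidase activity in spleen homogenate was measured via 4-methylumbelliferone release from 1 mM fluorogenic substrate after 40 min at 37C and a pH 10 stop. AC50 came from Hill fits of control-normalized data.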
# CBFb RUNX1 block: CBF-beta/RUNX1 interaction disruption. AlphaScreen CBFb-His/RUNX1-biotin binding, biochemical. Q01196+Q13951. Potency, µM (titrated, usually from 59.8 µM), without a hit: at the top dose activity, negative = inhibition, hits mostly inhibitors. 230,000 tested, under 10 active; note: % of control where 0% means no effect
# Target sequence (Q01196 whole entry, looked up): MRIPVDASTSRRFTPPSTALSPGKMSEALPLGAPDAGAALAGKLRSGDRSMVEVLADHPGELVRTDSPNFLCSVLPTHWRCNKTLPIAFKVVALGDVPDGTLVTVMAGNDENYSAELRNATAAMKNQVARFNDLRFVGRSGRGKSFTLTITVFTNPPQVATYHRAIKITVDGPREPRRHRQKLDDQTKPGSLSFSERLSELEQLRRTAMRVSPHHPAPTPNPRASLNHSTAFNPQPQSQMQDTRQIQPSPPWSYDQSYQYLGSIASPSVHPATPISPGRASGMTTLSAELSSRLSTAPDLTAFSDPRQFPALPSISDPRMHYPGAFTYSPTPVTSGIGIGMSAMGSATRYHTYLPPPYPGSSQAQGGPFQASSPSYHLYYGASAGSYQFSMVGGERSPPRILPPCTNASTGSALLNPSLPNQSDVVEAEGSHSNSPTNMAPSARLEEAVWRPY
# Target sequence (Q13951 whole entry, looked up): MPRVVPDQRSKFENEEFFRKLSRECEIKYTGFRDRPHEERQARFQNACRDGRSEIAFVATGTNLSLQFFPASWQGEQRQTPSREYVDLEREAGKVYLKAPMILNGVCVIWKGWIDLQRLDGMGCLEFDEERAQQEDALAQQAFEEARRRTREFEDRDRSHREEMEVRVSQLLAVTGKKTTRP
#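 Compounds were screened at multiple concentrations against a preformed CBF-beta(His)/RUNX1(biotin) complex (30 nM of each) for 15 min at room temperature, followed by 90 min with nickel and streptavidin beads and AlphaScreen reading.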
# IMPase Li inh: membrane-permeable IMPase blocker, potentiated with lithium; CHO-M1 cells, IP1 TR-FRET (IP-One), carbachol + lithium; Potency, µM (series often up to 59.4 µM), for the others: at the top dose activity, negative = IMPase inhibition, most hits filed as inhibitors; hit rate 0.35% among 210,000;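 note: IP1 builds up when IMPase is blocked and the TR-FRET signal falls; potency is the fitted concentration of half-maximal effect; plate controls were basal vehicle for no effect and high inhibitor control for full effect; nearly all actives have a fitted effect of over 50% in size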
#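 Test compounds were applied to CHO-M1 cells previously cultured for 16–30 h at 2000 per well. A small lithium amount accompanied them; after 30 min at 37C, IP1 was quantified by TR-FRET.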
# Epigenetic derep: epigenetic control regulation, reporter derepression; murine LDR cells, GFP reporter derepression, 30 h; Potency, µM (highest dose often 53.9 µM), for the others: at the highest dose GFP activation, hits mostly activators; hit rate 0.2% among 280,000; AID 1865; note: potency is the fitted concentration of half-maximal effect; % of control where 0% means no effect; nearly all actives have a fitted effect of over 60% in size
#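 Murine LDR cells carrying a silenced, genomically integrated CMV-driven GFP reporter were exposed to compound for 30 hours at 37 C. After PBS washes, GFP-positive cells (20–120 um objects) were counted by laser-scanning microplate cytometry.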
# Luc counter: Kinase-Glo luciferase inhibition (counter-screen); Q27757; AID 1379; hit rate 0.28% among 200,000; Potency, µM (series often up to 38.3 µM), without a hit: at the top dose activity change, negative = inhibition, usual class: inhibitors; Kinase-Glo luciferase, ATP luminescence, 8 min; note: potency is the fitted concentration of half-maximal effect; % is set by controls: 0 for no effect and ±100 for the full control effect; nearly all actives have a fitted effect of over 60% in size
#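 Luminescence was the read-out, taken after 8-minute incubation at ambient temperature. Luciferase turned over luciferin with 10 uM ATP in imidazole pH 7.2 buffer containing KCl, MgCl2, Tween 20 and BSA.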
# NPSR antag: neuropeptide S receptor (human) antagonism, cAMP | Q6W5P4 | CHO-NPSR cells, cAMP TR-FRET, antagonist mode | hit rate 1% among 220,000 | Potency, µM (doses to about 38.3 µM), inactives show at the highest dose activity change, negative = inhibition, hits mostly inhibitors; note: potency is the fitted concentration of half-maximal effect; % is set by controls: 0 for no effect and ±100 for the full control effect; nearly all actives have a fitted effect of over 50% in size; many of its hits are not listed in these tables
# Lamin A splicing: LMNA splicing modulation. HeLa LMNA splicing GFP/RFP minigene ratio, 48 h. Potency, µM (titrated, usually from 46.1 µM), without a hit: at the top dose ratio change, negative = inhibition, hits mostly inhibitors. hit rate 0.01% among 200,000; active = well fitted inhibition curve with a large enough effect in the signal ratio, with a control signal flat, not every such curve was filed as active; inconclusive = small, poorly fitted or top-dose-only effect, or effect the other way, or a change in a side signal; the % refers to the signal ratio; note: potency is the fitted concentration of half-maximal effect; % is set by controls: 0 for no effect and ±100 for the full control effect
#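 Read-out is the ratio of GFP to DsRed2 object intensity, acquired by 488 nm laser-scanning cytometry on HeLa lamin A-EGFP minigene reporter cells. Compound incubation 48 hrs at 37 °C in Opti-MEM with 2% FBS; DMSO 0.5% final.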
# * hit, by the source's call; ? = inconclusive; / = not tested or not shown; & = joins results of further samples; [ ] = dose if it differs, or a comment. Unless noted, calls come from the whole dose curve; as a rule, active = well fitted curve in the direction sought with a large enough effect; inconclusive = small, poorly fitted or top-dose-only effect, or another doubt; inactive = no such curve, though single readings can be large; an effect the other way counts as inactive or inconclusive.
SMILES,aGal spleen mod,CBFb RUNX1 block,IMPase Li inh,Epigenetic derep,Luc counter,NPSR antag,Lamin A splicing
CCCNC(=O)Cn1c(-c2ccc(F)cc2)cc(C(=O)OCC)c1C,-10%,7%,-27%,-4.1%,2%,2%,/
C=C(C)C(=O)Nc1cccc(C2=NOC3(C2)C[C@@H](C(N)=O)N(C(=O)[C@H]2CCC(=O)N2)C3)c1 (some centres not stated),-5%,?,/,6.2%,/,13%,/
O=C1NN(c2ccccc2)C(=O)/C1=C/c1ccc(Sc2ccc(Cl)cc2)o1,4%,-7%,/,-1.5%,/,?,/
Cc1cc(C)c2cc(CN(CCO)C(=O)Nc3ccc(F)cc3)c(=O)[nH]c2c1,2%,6%,9%[38.3 µM],-0.8%,2%,-16%[46.1 µM],?
c1ccc2c(c1)CCN(c1nc(CN3CCOCC3)nc3sc4c(c13)CCCC4)C2,-2%,-27%,13%,1.0%,2%,-59%,?
COc1ccc(CCNC(=O)c2cnn3c(C(F)F)cc(C)nc23)cc1OC,-1%,0%,-3%[38.3 µM],-1.0%,3%,-11%[46.1 µM],-17%
COc1ccc2[nH]c(=O)c(C(c3nnnn3CC3CCCO3)N3CCc4ccccc4C3)cc2c1 (configuration not stated),20%,-6%,-8%[38.3 µM],-1.2%,0%,-17%[46.1 µM],-4%
CCOC(=O)C1CCCN(C(=O)c2cc3nc(-c4cccc(OC)c4)cc(C(F)(F)F)n3n2)C1 (configuration not stated),-2%,18%,20%[38.3 µM],0.9%,-1%,-28%[46.1 µM],6%
CC(SC#N)C(=O)C12CC3CC(CC(C3)C1)C2 (configuration not stated),4%,7%,5%,4.8%,-2%,13%,/
CN(C)[C@H]1C(=O)C(C(=O)NCN2CCCC2)=C(O)[C@]2(O)C(=O)C3=C(O)c4c(O)cccc4[C@@](C)(O)[C@H]3C[C@@H]12,13%[29.1 µM],?,10%,-0.3%[16.9 µM],-4%[17.1 µM],/,?
CCCCC(=O)NC(c1ccco1)c1c(O)ccc2ccccc12 (configuration not stated),30%,-7%,19%[38.3 µM],5.3%,-6%,?,?
CNC(=O)Nc1ccccc1C(=O)NCc1ccccc1,2%,8%,-9%[38.3 µM],-1.5%,-2%,3%[46.1 µM],-5%
O=C1C(C=NCc2cccnc2)=C(O)c2ccccc21,9%,6%,/,-12%,/,-13%[46.1 µM],9%
CCCCNCCOc1ccccc1-c1ccccc1,-12%,6%,16%,1.1%,-1%,6%,0%
Cc1cc(C)c2[nH]c(=O)c(C(c3nnnn3Cc3ccc4c(c3)OCO4)N3CCCC3)cc2c1 (configuration not stated),-14%,-19%,7%[38.3 µM],-0.5%,-1%,-23%[46.1 µM],-1%
O=C(Nc1cccc(Cl)c1)c1ccc(OC(=S)N2CCOCC2)cc1,2%,-1%,15%,5.8%,-6%,9%,/
CC1(C)CC2(CCO1)OC(=O)CC2C(=O)Nc1ccc(Br)cc1 (configuration not stated),12%,1%,/,-0.1%,/,-24%,/
CCC1=NN(C(=O)CCc2ccc3c(c2)OCO3)C(O)(C(F)(F)F)C1 (configuration not stated),3%,-1%,3%,0.8%,4%,-9%,?
CCN(CC)S(=O)(=O)c1ccc2c(c1)nc(CCC(=O)Nc1ccccc1Cc1ccccc1)n2CC,-3%,1%,37%[activator][38.3 µM],-1.0%,-3%,-29%[46.1 µM],-2%
Cc1cc(OCC(=O)Nn2cnnc2)ccc1Br,8%,1%,7%[38.3 µM],0.0%,-3%,-3%[46.1 µM],-4%
Cn1cc(Br)c(C(=O)NN2C(=O)C3C4C=CC(C5CC45)C3C2=O)n1 (configuration not stated),5%,10%,-1%,0.5%,2%,-4%,/
CSc1nc2ccc(S(=O)(=O)N(C)C)cc2s1,5%,2%,16%[38.3 µM],2.9%,18%,-8%[46.1 µM],-4%
CCc1ccc(N2C(=O)CN(Cc3ccc(OC)c(OC)c3)C2=S)cc1,-6%,-2%,-4%,-1.0%,4%,-2%,?
Cc1ccsc1/C=N/NC(=O)Cc1cccn1C,3%,-30%,-1%,0.1%,-2%,-4%,0%
O=C(N/N=C/c1cc2c(cc1Br)OCO2)c1c[nH]c2ccccc12,-2%,-7%,1%,-6.6%,-1%,-44%,?
O=C1CC(c2ccccc2)CC(=O)N1c1ccccc1,-9%,3%,/,-0.3%,/,0%[7.67 µM],/
COCCn1cnc2c1c(=O)n(CC(=O)c1ccc3c(c1)OCCO3)c(=O)n2Cc1ccccc1,-9%,-1%,/,1.0%,/,-8%,/
O=C(CCC(=O)Nc1ccccc1Cl)N/N=C/c1c[nH]c2ccccc12,-1%,-11%,23%,0.0%,0%,-6%,?
CC1CCCN(C(=O)CSc2nnc(-c3ccc(S(=O)(=O)N4CCOCC4)cc3)n2C)C1 (configuration not stated),-3%,-3%,-3%[38.3 µM],0.3%,12%,8%[46.1 µM],0%
COc1ccc(-n2cc3c(-c4cccc(Br)c4)nnc(C)c3n2)cc1,0%,2%,4%,-0.3%,-4%,-38%,?
CC(C)(C)c1ccc(-c2noc(CCC(=O)N3CCOCC3)n2)cc1,1%,4%,-2%,-1.4%,2%,2%,-8%[46 µM]
CC(C)Cn1c(NCCO)nc2ccccc21,1%,1%,34%[38.3 µM],0.8%,-2%,7%[46.1 µM],11%
CN1CCN(C(=O)c2ccc(N(Cc3ccc(Cl)cc3)S(C)(=O)=O)cc2)CC1,16%,4%,50%[activator][38.3 µM],0.0%,-5%,-10%[46.1 µM],6%
NS(=O)(=O)c1ccc(C(=O)O)cc1,-5%,-9%,-5%&-12%,0.0%,-2%,3%,2%
O=C(OCn1ncc(Br)c(Br)c1=O)c1c(F)cccc1F,1%,-2%,8.9µM*,1.0%,11%,2.5µM*,?
Cc1ccc2c(c1)sc[n+]2Cc1ccccc1,2%,?,3%[38.3 µM],2.0%,-3%,-13%[46.1 µM],12%
CCOc1cc(/C=C(/C#N)c2ccc(Cl)cc2)cc(Cl)c1OCC(=O)O,-13%,16%,8%,0.5%,4%,?,/
CCn1c(SCC(=O)N/N=C/c2c[nH]c3ccccc23)nnc1-c1ccc(C(C)(C)C)cc1,-5%,-13%,4%,0.0%,-4%,-33%,?
CC(=O)Nc1ccc(S(=O)(=O)n2nc(C)cc2C)cc1,1%,5%,5%[38.3 µM],0.0%,-3%,-22%[46.1 µM],3%
O=C1CCCN1CCNC(=S)Nc1ccccc1,0%,-1%,30%[38.3 µM],-0.8%,-4%,-5%[46.1 µM],-1%
CN1C2C=C(N(CCc3ccccc3)C(=O)c3ccc(Cl)cc3)CC1CC2 (configuration not stated),4%,12%,14%,3.9%,-1%,-3%,?
O=C(NC1CCS(=O)(=O)C1)c1ccc(S(=O)(=O)NCC2CCCO2)cc1 (configuration not stated),-4%,6%,4%[38.3 µM],-1.1%,3%,-10%[46.1 µM],-2%
COc1ccc(-c2c(C(F)(F)F)oc3c(CN4CCN(C)CC4)c(O)ccc3c2=O)cc1,10%,4%,-12%[38.3 µM],6.3%,2%,-17%[46.1 µM],-9%
O=C1CN(C(=O)COC(=O)C2=COCCO2)c2ccccc2N1,10%,-3%,/,0.0%,/,-7%[46.1 µM],0%
O=C(C1CC1(c1ccccc1)c1ccccc1)N1CCOCC1 (configuration not stated),-19%,0%,9%[38.3 µM],-1.8%,-3%,-3%[46.1 µM],9%
COc1ccccc1N(CC(=O)NC1CCCC1)C(=O)c1oc(C(C)(C)C)cc1C,15%,-1%,7%,0.1%,5%,?,8%[46 µM]
CCn1c(SCC(=O)N2CCCC2)nc2c1c(=O)n(C)c(=O)n2C,-1%,9%,3%[38.3 µM],-4.3%,3%,1%[46.1 µM],2%
COCCN(C(=O)Cc1cccs1)C(C(=O)NCc1ccc(OC)cc1)c1ccc(C(C)C)cc1 (configuration not stated),0%,19%,40%[activator][38.3 µM],-0.8%,4%,?,-9%
Cc1ccc(-c2cc(C(=O)NCc3ccc4c(c3)OCO4)no2)cc1,5%,5%,20%[38.3 µM],0.0%,-3%,-11%[46.1 µM],10%
COC(=O)/C=C1\SC(=Nc2ccc(Cl)c(Cl)c2)NC1=O,3%,0%,-10%,0.2%,4%,-14%,/

# Other entries
SMILES,aGal spleen mod,CBFb RUNX1 block,IMPase Li inh,Epigenetic derep,Luc counter,NPSR antag,Lamin A splicing
COc1cc(OC)c(N(C)S(=O)(=O)c2cccc(C(=O)OCc3c(C)noc3C)c2)cc1Cl,-1%,-2%,26%,-2.6%,-1%,?,-6%[46 µM]
CCCCC(=O)N(CCOC)c1nnc(-c2ccc(OC)cc2)s1,5%,2%,8%[38.3 µM],-1.0%,0%,-28%[46.1 µM],1%
COC(=O)c1cnn2c(C(F)(F)F)cc(-c3ccccc3)nc12,2%,13%,-5%,2.4%,-3%,0%[46.1 µM],-10%
O=P(c1ccccc1)(c1ccccc1)C(c1ccccn1)P(=O)(c1ccccc1)c1ccccc1,-3%,0%,/,1.8%,/,?,/
CCOc1ccc(OCC)c(NC(=O)CSCC(=O)O)c1,4%,0%,/,-6.1%,/,6%[46.1 µM],-9%
CCCCNC(=S)Nc1ccccc1F,-7%,-1%,4%[38.3 µM],-0.9%,-1%,-4%[46.1 µM],1%
CCn1nnc(NC(=O)c2c(OC)cccc2OC)n1,-1%,3%,-7%[38.3 µM],-3.2%,2%,-2%[46.1 µM],5%
CCO/N=C(/C)c1c(O)cc(C(C)(C)C)n(-c2ccccc2)c1=O,-2%,3%,-5%,-1.0%,2%,7%,?
Cc1onc(-c2ccccc2)c1C(=O)N1CCCN(C(=O)c2c(-c3ccccc3)noc2C)CC1,-2%,2%,29%[38.3 µM],-1.1%,-2%,-21%[46.1 µM],1%
O=C(CS(=O)(=O)Cc1ccccc1)N1CCc2ccccc21,?,11%,23%[38.3 µM],3.2%,-1%,8%[46.1 µM],-10%

# The list goes on; it opens with the two that closed the last part.
SMILES,aGal spleen mod,CBFb RUNX1 block,IMPase Li inh,Epigenetic derep,Luc counter,NPSR antag,Lamin A splicing
Cc1onc(-c2ccccc2)c1C(=O)N1CCCN(C(=O)c2c(-c3ccccc3)noc2C)CC1,-2%,2%,29%[38.3 µM],-1.1%,-2%,-21%[46.1 µM],1%
O=C(CS(=O)(=O)Cc1ccccc1)N1CCc2ccccc21,?,11%,23%[38.3 µM],3.2%,-1%,8%[46.1 µM],-10%
O=C(C(=O)N1CCc2ccccc2C1)c1cn(CC(=O)N2CCOCC2)c2ccccc12,-1%,-3%,-7%,1.2%,1%,-16%[46.1 µM],-7%
CC1CCN(c2ccc(NC(=O)Cc3ccccc3)cc2)CC1,7%,10%,-4%,1.1%,/,-7%,/
COc1cccc(CNc2nc3ccccc3n2CCN2CCCCC2)c1,15%,4%,8%[38.3 µM],-4.1%,-2%,4%[7.67 µM],3%
O=C(CSc1nc(C2CC2)nc2ccccc12)N1c2ccccc2Sc2ccccc21,2%,0%,16%[38.3 µM],1.2%,1%,?,3%

# Some of the compounds tested; the hit share may differ from the screen's.
